Compound activity from PubChem BioAssay.
SIRT5 block = inhibitors of human sirtuin-5 desuccinylase. Q9NXA8. Purified SirT5, succinyl-peptide AMC, trypsin-coupled fluorescence. inhibition, % at 15 µM. 330,000 tested, 1.1% active; in the data active means inhibition above about 15%
Target sequence (Q9NXA8 whole entry, looked up): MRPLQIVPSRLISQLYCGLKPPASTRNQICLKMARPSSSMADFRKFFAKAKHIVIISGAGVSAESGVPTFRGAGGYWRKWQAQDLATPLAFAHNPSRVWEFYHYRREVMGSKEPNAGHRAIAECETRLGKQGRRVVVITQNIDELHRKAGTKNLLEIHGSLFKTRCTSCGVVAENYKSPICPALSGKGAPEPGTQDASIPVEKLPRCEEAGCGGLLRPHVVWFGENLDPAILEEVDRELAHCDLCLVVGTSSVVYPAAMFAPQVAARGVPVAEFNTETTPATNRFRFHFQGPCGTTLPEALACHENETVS
CASP6 VEID inh = blocks human caspase-6 cleavage activity; inhibition, % at 12.5 µM; 350,000 tested, 0.53% active; P55212; purified caspase-6, Z-VEID-R110 cleavage fluorescence;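 active means mean inhibition across replicates at least about 35%, with every replicate also reaching that limit, limit read from the data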;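 further: 0% = median of neutral control wells and 100% = no fluorescence left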
Target sequence (P55212 24-179 limits assumed): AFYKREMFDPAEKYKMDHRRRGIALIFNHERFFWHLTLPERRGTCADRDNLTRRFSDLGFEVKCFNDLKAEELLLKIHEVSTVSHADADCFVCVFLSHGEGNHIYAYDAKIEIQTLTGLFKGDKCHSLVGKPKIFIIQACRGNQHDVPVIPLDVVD
Target sequence (P55212 194-293 limits assumed): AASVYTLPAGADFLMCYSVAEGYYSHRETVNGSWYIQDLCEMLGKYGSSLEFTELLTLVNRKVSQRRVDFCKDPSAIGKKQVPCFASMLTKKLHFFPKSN
FN deposition inh = fibronectin deposition inhibition; AH1F fibroblasts, Alexa488-fibronectin deposition fluorescence, overnight; inhibition, % at 12.6 µM; 350,000 tested, 0.086% active; AID 743247;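 active means mean inhibition across replicates of 30% or more, regardless of how many single replicates reach that level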;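 further: positive control wells lacked labelled fibronectin entirely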
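Assay system: AH1F fibroblast monolayer, labelled fibronectin deposition. Amount: 10000 cells per well. Also added: labelled fibronectin 24 nM. Compound: single-point pinned compound. Incubation: cell attachment 1 h, compound and FN exposure overnight. Detection: fluorescence after three HBSS washes, excitation 485 nm, emission 525 nm. Read-out: inhibition of fibronectin deposition signal.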
esBAF inh = blocks esBAF chromatin remodeling in mouse ES cells; Bmi1-luciferase knock-in reporter, 24 h; 100% = twice the neutral-well signal; reporter increase, % at 12.5 µM; 350,000 tested, 2% active; in the data active means activation above about 40%;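 further: 0% = median of the plate's neutral control wells and 100% = double that signal; a rise in the Bmi1 reporter signal indicates esBAF inhibition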
C2C12 statin = protects C2C12 myotubes from simvastatin toxicity; 330,000 tested, 0.78% active; ATP luminescence, 48 h; scaled: DMSO 0, geranylgeraniol control 100; rescue of ATP level, % at 7.49 µM;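 active means mean ATP rescue above about 67%, or every replicate alone reaching that limit, limit read from the data, passing the limit was not always enough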;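 further: myotubes were challenged with 10 µM simvastatin during compound exposure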
LGR2 inh = inhibitors of bursicon-induced Drosophila LGR2 receptor cAMP signaling | HEK293 LGR2, CRE-luciferase, bursicon-stimulated, 4 h | inhibition, % at 9.99 µM | 380,000 tested, 0.35% active | AID 720647;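 active means drop in luminescence signal, shown as inhibition above about 50% in the replicate tests, limit read from the data, passing the limit was not always enough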;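 further: agonist challenge used bursicon conditioned medium at about half maximal strength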
S100A4 inh HTS = inhibitors of human S100A4 binding to myosin IIA peptide | P26447 | S100A4/TAMRA-MyoIIA peptide fluorescence polarization | inhibition, % at 10.7 µM | 360,000 tested, 0.14% active;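 active means mean inhibition of at least 70% across replicates, with every replicate also reaching that level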
Target sequence (P26447 whole entry, looked up): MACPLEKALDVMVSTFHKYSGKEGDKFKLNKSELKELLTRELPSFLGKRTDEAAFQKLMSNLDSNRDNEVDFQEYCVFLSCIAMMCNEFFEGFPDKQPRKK
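Material: S100A4 monomer protein / Buffer or medium: 50 mM HEPES pH 7.2, 10 mM CaCl2, 100 mM KCl / Times: 5 min incubation before reading / Benchmarks: neutral control DMSO, positive control TFP / Reagent: labelled myosin peptide probe, 5 nM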
Active calls of the source: *; . = no result given. Only part of the results is shown; count on the stated rates, not on these rows.

SMILES	SIRT5 block	CASP6 VEID inh	FN deposition inh	esBAF inh	C2C12 statin	LGR2 inh	S100A4 inh HTS
CCN(CC)C(=O)c1ccc(CS(=O)(=O)c2ccc(Br)cc2)cc1	0	-2	2	-7	-13	2	-5
CCC(=O)N(C)C[C@H]1Oc2cc(-c3ccc(F)cc3)ccc2S(=O)(=O)N([C@H](C)CO)C[C@H]1C	1	-4	1	4	1	-5	-8
COc1cc(C(=O)OCCCN=C2NS(=O)(=O)c3ccccc32)cc(OC)c1OC	-3	1	1	.	.	8	-3
CNC[C@@H]1Oc2c(NC(=O)Nc3ccc(OC)cc3)cccc2C(=O)N([C@@H](C)CO)C[C@@H]1C	-5	0	4	6	4	-10	-5
CNc1ccc(Br)cc(C(=O)/C=C/c2cccc(OC)c2)c1=O	.	.	-4	0	21	.	.
Cc1noc(C)c1S(=O)(=O)Nc1cccc2c1O[C@H](CN(C)Cc1ccc(C(=O)O)cc1)[C@@H](C)CN([C@H](C)CO)C2=O	3	2	.	.	.	.	-37
CCOC(=O)Cn1c(=O)c2c(nc3n2CCCN3Cc2ccccc2)n(C)c1=O	-1	-2	4	0	-4	11	2
Cc1noc(C)c1S(=O)(=O)Nc1ccc2c(c1)C(=O)N([C@@H](C)CO)C[C@@H](C)[C@H](CN(C)C(=O)NC(C)C)OCCCC[C@@H](C)O2	-4	-2	-5	0	.	0	1
CCn1ccnc1CN(C)C(=O)CCc1nnc(CCCc2ccccc2)o1	-1	3	6	.	.	-51	-4
Cc1cc(OCCCCN2C(=O)NC(C)(C)C2=O)ccc1[N+](=O)[O-]	-4	3	5	.	.	-4	-4
COC(=O)c1sc(N2C(=O)C(O)=C(C(=O)c3ccc(C)o3)C2c2ccc(OC)c(OC)c2)nc1C (stereo not given)	2	5	.	11	6	-5	-12
C[C@H](CO)N1C[C@H](C)[C@H](CN(C)Cc2ccccc2)Oc2ccc(NS(=O)(=O)c3cn(C)cn3)cc2CC1=O	0	1	.	2	-9	-1	4
COc1ccc(C(=O)/C=C/c2ccccc2)c(O)c1	.	-3	.	27	8	.	-6
CCCCS(=O)(=O)N1CCC(C(=O)Oc2ccc(Cl)cc2)CC1	-3	-1	7	-5	15	-2	-4
CC(=O)c1cccc(N(CC(=O)Nc2ccc(F)cc2)S(C)(=O)=O)c1	.	.	1	28	5	-18	.
CCn1nnc(-c2ccccc2NC(=O)c2cc(OC)cc(OC)c2)n1	-9	-2	.	-5	0	10	-4
CCOc1ccc(NC(=O)c2[nH]c(C)c(C(C)=O)c2C)cc1	-2	0	-1	14	12	-25	4
CCOC(=O)N(C)[C@H]1C[C@H]2c3[nH]c4ccccc4c3CCN2C[C@H]1[C@H](C)O	-1	-5	-4	7	4	-20	-6
CC1(C)Cc2c(C#N)c(SCCC#N)nc(N3CCOCC3)c2CO1	-2	0	-3	-13	11	-12	5
C[C@@H]1CN([C@H](C)CO)C(=O)Cc2cc(NS(=O)(=O)c3cccs3)ccc2O[C@H]1CN(C)C(=O)Nc1ccc(F)cc1	-2	1	.	-4	38	17	-5
O=C(O)c1cccc(-c2ccc(/C=C3/SC(=Nc4ccccc4)N(Cc4cccnc4)C3=O)o2)c1	4	2	3	7	-6	-9	-2
COCCNC(=O)C[C@H]1C[C@H]2c3cc(NC(=O)c4cccnc4)ccc3O[C@H]2[C@H](CO)O1	-2	1	1	5	3	10	9
COc1ccc(N(CC(=O)NC2CCCCC2)S(=O)(=O)c2cccs2)cc1	-2	-1	-5	-5	0	5	1
COc1ccc(NC2CCCN(C(=O)CCn3cccn3)C2)cc1 (stereo not given)	-1	0	-10	1	-9	-1	-1
Cc1cc(S(=O)(=O)N2CCOCC2)ccc1OCC(=O)Nc1ccccc1F	-6	-1	-1	4	16	2	5
COc1ccc(S(=O)(=O)Nc2ccc3c(c2)C(=O)N([C@H](C)CO)C[C@H](C)[C@H](CN(C)S(=O)(=O)c2ccc(F)cc2)OCCCC[C@H](C)O3)cc1	14	2	.	13	107*	-2	7
CCCCn1c(=O)[nH]c(=O)c2c1nc(CN(C)Cc1cccc(OC)c1OC)n2CCC	1	1	2	1	6	-6	3
CCOc1ccc(Nc2n[nH]c(=S)s2)cc1	3	-6	7	.	.	-37	1
COCc1cc(C)n(CC(=O)Nc2ccc(N3CCOCC3)cc2)c(=O)c1C#N	1	1	-3	.	.	-2	6
CCOC(=O)CCCC(=O)N1CCOCCOCCN(C(=O)CCCC(=O)OCC)CCOCCOCC1	-1	-2	2	2	6	8	3
CCOC(=O)NC1(C(F)(F)F)NC(=O)N(Cc2ccco2)C1=O (stereo not given)	-3	-3	.	1	-10	13	-3
Cc1cccc(OCCCC(=O)NCC(=O)Nc2cccc(C)c2C)c1	-3	.	-5	-10	16	5	3
C[C@@H]1CN([C@@H](C)CO)C(=O)Cc2cc(NC(=O)Nc3ccc(F)cc3)ccc2O[C@@H]1CN(C)C(=O)Nc1ccccc1	-4	2	3	-2	1	-10	11
CCOc1ccc(S(=O)(=O)NC2=NCCCCC2)cc1	-3	1	-7	-2	13	-5	-5
O=C(O)C[C@@H]1C[C@@H]2c3cc(NC(=O)C4CCC4)ccc3O[C@@H]2[C@H](CO)O1	-2	3	.	.	.	2	4
CCCC(=O)Nc1ccc2c(c1)C(=O)N(C)[C@H]1CC[C@@H](CC(=O)OC)O[C@H]1CO2	.	.	-1	-4	2	6	.
COc1ccc(S(=O)(=O)N(C)C[C@@H]2OCCCC[C@@H](C)Oc3ccc(NS(=O)(=O)c4ccc(C)cc4)cc3C(=O)N([C@H](C)CO)C[C@@H]2C)cc1	15*	1	.	4	-4	-4	-6
COc1cc(/C=C/C(=O)OCC(=O)NC(=O)NC(C)C)cc(S(=O)(=O)N2CCc3ccccc32)c1OC	0	1	-6	.	.	28	-5
C[C@@H]1CCCCO[C@H](CN(C)C(=O)Cc2ccccc2)[C@@H](C)CN([C@H](C)CO)C(=O)c2cc(NS(=O)(=O)c3ccccc3)ccc2O1	-2	1	-6	-6	.	-7	-1
CC(C)(C)NC(=O)CC(c1ccccc1)c1ccccc1O (stereo not given)	.	.	4	-11	5	.	.
CC(C)Cn1cnc2c(SCc3ccc(Cl)cc3)nc(N)nc21	-2	1	8	25	-9	-8	-5
COc1ccc(OC)c(NC(=O)c2ccc(S(=O)(=O)N3CCOCC3)cc2)c1	-5	-3	-3	-2	1	-8	-3
O=C(COC(=O)COc1cccc(Br)c1)Nc1c(Cl)cccc1Cl	-2	-2	-9	.	.	1	2
CO[C@H]1CN(C)C(=O)c2cc(NC(=O)C3CC3)ccc2OC[C@H](C)N(C(=O)CN(C)C)C[C@@H]1C	0	1	5	-1	-9	-8	4
COCC#Cc1cnc2c(c1)C(=O)N([C@H](C)CO)C[C@H](C)[C@@H](CN(C)C(C)=O)O2	-1	-1	5	3	1	-10	14
CC=Cc1ccc2n(c1=O)C[C@@H]1[C@@H](CO)[C@H](C(=O)NCCC)N(C(=O)CC3CC3)[C@H]21 (mixture of isomers)	-15	4	.	0	3	-6	-13
COC(=O)C1CCN(C(=O)CSc2nnc(-c3ccccc3)o2)CC1	-5	-1	.	-6	5	12	5
Nn1c(SCC(=O)Nc2ccc3c(c2)OCCO3)nnc1-c1cccnc1	-1	-1	-1	.	.	-7	2
CCCC(=O)N1CC(=O)Nc2ccc(F)cc2C1c1ccccc1 (stereo not given)	.	0	11	-2	5	15	1
CCOc1ccc(N(CC(=O)NCCc2ccccc2)S(=O)(=O)c2ccccc2)cc1	-10	0	5	0	1	13	-1
CCOC(=O)c1cc(C)sc1NC(=O)C1CCC1	.	.	-3	-1	12	-2	.
O=C(NCC1CC1)[C@@H]1[C@@H](CO)[C@@H]2Cn3c(ccc(/C=C/c4ccccc4)c3=O)[C@H]1N2C(=O)C1CCC1	-121	-5	.	4	-11	7	2
Cc1nn(CC(=O)NCCc2ccco2)c(=O)c2nn(-c3ccccc3)c(C)c12	3	2	8	-11	15	-7	-6
CCCNC(=O)N(C)C[C@@H]1Oc2ncc(C#CC3CC3)cc2C(=O)N([C@H](C)CO)C[C@@H]1C	-7	-3	.	-6	42	-9	-1
COc1ccc2c(c1)c(C(C)=O)c(C)n2CCc1ccccc1	2	3	3	-19	9	11	-2
COc1ccc(-c2cc(C(=O)Nc3c(C)n(C)n(-c4ccccc4)c3=O)no2)cc1OC	1	-1	4	2	2	14	-8
Clc1ccc(-c2ccccc2)nn1	-1	4	-2	.	.	.	-7
CC(=O)C[C@H](O)CC(=O)[C@H]1OC(=O)[C@H](C)CCCCc2ccccc21	-1	16	-1	1	-5	-27	-6
CC(O)c1nc2ccccc2n1C1CCCCC1 (stereo not given)	.	.	.	0	6	-9	.
COc1ccc2c3c(n(C)c2c1)[C@H](CO)N(S(=O)(=O)c1ccc(C)cc1)CC31CCN(C)CC1	-5	.	11	.	.	-7	-3
The list goes on:
SMILES	SIRT5 block	CASP6 VEID inh	FN deposition inh	esBAF inh	C2C12 statin	LGR2 inh	S100A4 inh HTS
COc1ccccc1CNC(=O)CN1C(=O)c2ccccc2S1(=O)=O	-3	-2	7	-7	2	-4	6
COc1ccc(C(=O)Nc2ccc3oc(-c4cccnc4)nc3c2)cc1OC	-1	-6	8	.	.	-7	-4
O=C(N/N=C/c1ccc(Br)cc1)c1ccc(NC(=O)c2ccccc2)cc1	-7	1	4	-9	10	2	2
CC(C)NC(=O)COc1ccc(S(=O)(=O)N2CCOCC2)cc1	.	.	-4	-5	-6	.	.
CO[C@@H]1CN(C)C(=O)c2cc(NC(=O)c3cnccn3)ccc2OC[C@@H](C)N(C(=O)c2cnccn2)C[C@H]1C	-1	0	0	-5	2	0	12
CN1C(=O)c2cc(NC(=O)C3CC3)ccc2OC[C@@H]2O[C@@H](CC(=O)NCc3cccc(F)c3)CC[C@@H]21	.	.	8	3	0	-21	.
C/C(=N\N1CCCCC1)c1ccccc1O	-7	-4	-1	3	6	5	-9
C[C@@H]1CCCCO[C@H](CN(C)C(=O)NC2CCCCC2)[C@@H](C)CN([C@@H](C)CO)C(=O)c2cc(NS(C)(=O)=O)ccc2O1	.	.	-4	-5	1	-3	.
N#CCC1(O)C(=O)N(Cc2ccccc2)c2ccccc21 (stereo not given)	22*	-3	-14	.	.	8	-2
Cc1ccc2cccc(OC(=O)/C=C\c3ccccc3)c2n1	-3	2	3	.	.	22	2
O=C(C1CCCO1)N1CCN(S(=O)(=O)c2ccc(Cl)cc2)CC1 (stereo not given)	2	-4	.	-5	3	5	4
O=C(COC(=O)C1CC2CCCC(C1)C2=O)NNC(=O)c1ccccc1F (stereo not given)	-5	-3	0	9	-1	-7	0
Cn1c(=O)n(C)c2cc(NC(=O)Cc3ccccc3[N+](=O)[O-])ccc21	0	-3	1	-1	5	-4	-3
CC1(C(=O)NS(=O)(=O)c2cccc(Cl)c2)CCN1C(=O)c1cccc(F)c1 (stereo not given)	1	0	7	-2	0	14	2

Compound profiles, from the list above:
`CN1C(=O)c2cc(NC(=O)C3CC3)ccc2OC[C@@H]2O[C@@H](CC(=O)NCc3cccc(F)c3)CC[C@@H]21` is listed as SIRT5 block: .; CASP6 VEID inh: .; FN deposition inh: 8; esBAF inh: 3; C2C12 statin: 0; LGR2 inh: -21; S100A4 inh HTS: .
`O=C(COC(=O)C1CC2CCCC(C1)C2=O)NNC(=O)c1ccccc1F` (stereo not given) is listed as SIRT5 block: -5; CASP6 VEID inh: -3; FN deposition inh: 0; esBAF inh: 9; C2C12 statin: -1; LGR2 inh: -7; S100A4 inh HTS: 0
`O=C(C1CCCO1)N1CCN(S(=O)(=O)c2ccc(Cl)cc2)CC1` (stereo not given) is listed as SIRT5 block: 2; CASP6 VEID inh: -4; FN deposition inh: .; esBAF inh: -5; C2C12 statin: 3; LGR2 inh: 5; S100A4 inh HTS: 4

In another format: entries from further up.
COc1ccc(C(=O)Nc2ccc3oc(-c4cccnc4)nc3c2)cc1OC
  SIRT5 block: -1 | CASP6 VEID inh: -6 | FN deposition inh: 8 | esBAF inh: . | C2C12 statin: . | LGR2 inh: -7 | S100A4 inh HTS: -4
O=C(N/N=C/c1ccc(Br)cc1)c1ccc(NC(=O)c2ccccc2)cc1
  SIRT5 block: -7 | CASP6 VEID inh: 1 | FN deposition inh: 4 | esBAF inh: -9 | C2C12 statin: 10 | LGR2 inh: 2 | S100A4 inh HTS: 2
